# CHT PAM = human CHT allosteric activation | Q9GZV3 | CHT-expressing cells, membrane potential dye, choline EC20; active compounds read high; LV-AA mutant CHT in HEK293 cells | B-score at 10 µM | hit rate 0.49% among 310,000 | AID 488977;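 active = initial fluorescence not abnormally high and integrated response B-score, plate-corrected, over 3 SD above library mean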
# Target sequence (Q9GZV3 whole entry, looked up): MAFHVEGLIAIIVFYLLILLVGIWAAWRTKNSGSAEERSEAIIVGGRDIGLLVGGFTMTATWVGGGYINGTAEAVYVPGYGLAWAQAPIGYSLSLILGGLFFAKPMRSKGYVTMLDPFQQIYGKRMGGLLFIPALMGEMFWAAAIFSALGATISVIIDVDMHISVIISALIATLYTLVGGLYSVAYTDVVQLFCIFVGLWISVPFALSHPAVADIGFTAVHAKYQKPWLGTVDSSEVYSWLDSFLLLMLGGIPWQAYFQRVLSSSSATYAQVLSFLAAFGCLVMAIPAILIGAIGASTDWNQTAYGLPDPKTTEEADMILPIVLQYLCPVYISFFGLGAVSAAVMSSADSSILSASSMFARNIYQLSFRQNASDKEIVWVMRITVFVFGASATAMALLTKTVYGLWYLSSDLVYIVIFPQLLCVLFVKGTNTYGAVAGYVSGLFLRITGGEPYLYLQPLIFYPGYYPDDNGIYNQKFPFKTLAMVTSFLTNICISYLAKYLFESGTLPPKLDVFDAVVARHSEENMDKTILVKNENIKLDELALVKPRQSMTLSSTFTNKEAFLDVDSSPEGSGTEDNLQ
# STK33 inh = blocks human STK33 kinase activity; Q9BYT3; purified STK33, MBP phosphorylation, ADP-Glo luminescence; inhibition, % at 10 µM; hit rate 0.073% among 320,000; AID 2661;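 active = inhibition at or above 25%, using the most active replicate where run in duplicate; inactive = inhibition below 25%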
# Target sequence (Q9BYT3 whole entry, looked up): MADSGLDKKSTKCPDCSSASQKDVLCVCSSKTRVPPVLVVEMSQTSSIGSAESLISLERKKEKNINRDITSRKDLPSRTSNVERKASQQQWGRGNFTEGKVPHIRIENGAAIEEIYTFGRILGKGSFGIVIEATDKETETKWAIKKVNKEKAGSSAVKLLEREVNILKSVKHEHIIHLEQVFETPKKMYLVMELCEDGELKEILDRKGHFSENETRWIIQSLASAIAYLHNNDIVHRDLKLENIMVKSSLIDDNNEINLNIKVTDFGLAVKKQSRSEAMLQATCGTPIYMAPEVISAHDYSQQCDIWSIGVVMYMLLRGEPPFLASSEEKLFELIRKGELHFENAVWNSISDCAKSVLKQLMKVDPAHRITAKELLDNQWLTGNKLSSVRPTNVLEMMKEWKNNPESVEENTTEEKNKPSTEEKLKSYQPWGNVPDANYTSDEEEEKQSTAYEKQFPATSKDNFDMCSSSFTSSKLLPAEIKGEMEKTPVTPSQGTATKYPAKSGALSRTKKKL
# CHT inh = inhibits the human high affinity choline transporter | Q9GZV3 | B-score at 10 µM | hit rate 0.86% among 310,000 | AID 488975 | CHT-expressing cells, membrane potential dye, choline response; active compounds read low;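 active = B-score over 3 SD under the library average, and starting fluorescence ratio not unusually high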;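 also: choline stimulus applied at its EC90 after an EC20 pre-addition; B-score computed on integrated fluorescence ratio after choline addition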
# The depositor's hits bear a star; i = inactive; / = no result given.
# Start of the data: the first 2 records, ahead of the listing:
# Values run as follows: CHT PAM	STK33 inh	CHT inh
COc1ccccc1OCCCCCNCCO
 : i	-0.8	i
COc1ccc(S(=O)(=O)Cc2ccc(C(=O)NCc3ccccc3OC)o2)cc1
 : i	0.6	i

# This part in full (from the top)
# Values run as follows: CHT PAM	STK33 inh	CHT inh
COc1ccccc1OCCCCCNCCO
 : i	-0.8	i
COc1ccc(S(=O)(=O)Cc2ccc(C(=O)NCc3ccccc3OC)o2)cc1
 : i	0.6	i
COc1ccc(S(=O)(=O)Cc2ccc(C(=O)N3CCN(c4cccc(C)c4C)CC3)o2)cc1
 : i	-0.9	i
CCCSC(=O)N(CC)CC(=O)Nc1c(CC)cccc1CC
 : i	-1.5	i
CC1(NC(=O)c2cc(S(=O)(=O)N3CCCCC3)ccc2Cl)CCS(=O)(=O)C1 (stereo not given)
 : i	0.4	i
COC(=O)c1ccsc1NC(=O)CCS(=O)(=O)c1ccccc1
 : i	-0.6	i
O=C1CCCC(O)=C1Sc1ccccc1C(=O)O
 : i	-2.3	i
CC1CCCN(CC(=O)Nc2ccc(S(=O)(=O)N3CCCCC3)cc2)C1 (stereo not given)
 : i	-1.2	i
COc1ccc(CNC(=O)C(C)Sc2ccc(C)cc2)cc1 (stereo not given)
 : i	-0.1	i
COC(=O)c1ccc(CNC(=O)COC(=O)CC23CC4CC(CC(Br)(C4)C2)C3)cc1
 : i	0.9	i
CC(CC(=O)NC1CCCC1)c1ccccc1 (stereo not given)
 : i	-0.6	i
CCCCNC(=O)n1c(SC)nc2ccccc21
 : i	-1.0	i
O=C(CSc1nc2ccccc2s1)NNC(=O)Nc1ccc(Cl)c(Cl)c1
 : i	-0.9	i
c1ccn(-c2ccc(-c3ccn[nH]3)cc2)c1
 : i	0.0	i
Cc1ccc(C(=O)N/C(=C/c2cccs2)C(=O)N2CCCCC2)cc1
 : i	-2.7	i
O=S(=O)(c1ccc(Br)c2ccccc12)N1CCCC1
 : i	0.4	i
C/C(=N\NC(=O)OC(C)(C)C)c1ccc[nH]1
 : i	0.7	i
CS(=O)(=O)Nc1ccc(OCc2ccccc2)cc1
 : i	-0.2	i
COc1ccc(OCC(=O)OCC(=O)N2CC(=O)Nc3ccccc32)cc1
 : i	0.4	i
COCCCNC(=O)c1cc2c(=O)n3cccc(C)c3nc2s1
 : i	0.1	i
Cc1cc(C(=O)N2CCN(S(=O)(=O)c3ccccc3F)CC2)c(C)o1
 : i	-0.4	i
CCC(=O)Nc1nnc(SCc2ccccc2F)s1
 : i	-1.1	i
Cc1cc(C)cc(N(C(C)C(=O)Nc2c(C)n(C)n(-c3ccccc3)c2=O)S(C)(=O)=O)c1 (stereo not given)
 : i	-15	i
Oc1c(C=NCc2ccccc2)sc2ccccc12
 : i	-1.1	i
COc1ccc(/C(O)=C2\C(=O)C(=O)N(c3cc(C)on3)C2c2ccccc2OC)cc1C (stereo not given)
 : i	-0.3	i
COc1cc(OC)cc(C(=O)N[C@H](C(=O)OCC(=O)c2ccc(F)cc2)C(C)C)c1
 : i	0.6	i
COc1cccc(C(=O)OC(C)CN2CCCC2)c1 (stereo not given)
 : i	-1.5	i
CC1=CC(C)[C@H](/C=N/n2c(=O)[nH]c3c([nH]c4ccc(C)cc43)c2=O)C(C)C1 (stereo not given in full)
 : i	-0.5	i
O=C(NCC(F)(F)F)N1CCOCC1
 : i	0.9	i
CCOC(=O)c1c(C)oc2ccc(NS(=O)(=O)c3ccc(C(=O)O)cc3)cc12
 : i	0.0	i

# Four of these compounds, set out differently:
Structure	CHT PAM	STK33 inh	CHT inh
C/C(=N\NC(=O)OC(C)(C)C)c1ccc[nH]1	i	0.7	i
CS(=O)(=O)Nc1ccc(OCc2ccccc2)cc1	i	-0.2	i
COc1cccc(C(=O)OC(C)CN2CCCC2)c1 (stereo not given)	i	-1.5	i
CC1=CC(C)[C@H](/C=N/n2c(=O)[nH]c3c([nH]c4ccc(C)cc43)c2=O)C(C)C1 (stereo not given in full)	i	-0.5	i

# The listing continues.
# Values run as follows: CHT PAM	STK33 inh	CHT inh
CCOC(=O)c1c(-c2ccc(OC)c(OC)c2)csc1NC(=O)C1CCCO1 (stereo not given)
 : i	-2.6	i
O=C(NCCCN1CCOCC1)c1cc(-c2ccccc2F)no1
 : i	-0.6	i
O=C(Cn1c(=O)c2cccn2c2cccnc21)NCCCN1CCN(c2ccc(F)cc2)CC1
 : i	0.6	i
CC(C)c1nnc(NC(=O)CCC(=O)NCC2CCCO2)s1 (stereo not given)
 : i	1.1	i
COc1ccc(Cc2c(N)nc(N)nc2N)cc1
 : i	0.8	i
O=C(NC1CCCCC1)NC1CC2CCC(C1)N2Cc1nnnn1Cc1ccc2c(c1)OCO2 (stereo not given)
 : i	0.7	i
O=C(Nc1ccon1)c1cccc(Cl)c1
 : i	-1.4	i
Cc1sc(NC(=O)CSc2nnnn2C2CCCC2)c(C#N)c1C
 : i	-0.1	i
CC(c1nnc(SCn2nnc3ccccc3c2=O)n1-c1ccc(Cl)cc1)N(C)C (stereo not given)
 : i	-1.8	i
COC(=O)N[C@H](CC(C)=O)c1cccc(C(F)(F)F)c1
 : i	0.1	i
COc1ccc(C)cc1S(=O)(=O)N1CCC2(CC1)OCCN2S(=O)(=O)c1cccs1
 : i	-0.5	i
O=C(c1ccccc1)c1cnc(-c2ccc(Cl)cc2)s1
 : i	-2.9	i
N#CCN1C(=O)NC2(CCCc3sccc32)C1=O (stereo not given)
 : i	-1.4	i
COc1ccc(NC(=O)c2cnn(-c3ccccc3)c2C)cc1OC
 : i	0.1	i
Cc1onc(NC(=O)NC(=O)c2c(Cl)cccc2Cl)c1Br
 : i	0.5	i
CC1(c2ccc(Cl)cc2)NC(=O)N(CC(=O)Nc2ccc(N3CCCCC3)cc2)C1=O (stereo not given)
 : i	-0.4	i
COc1cccc(-n2c(=S)sc3c(=O)n(-c4ccccc4OC)c(SCC4OCCO4)nc32)c1
 : i	-0.5	i
O=C(CC1C(=O)NCCN1C/C=C/c1ccccc1)NCCCC1CCCC1 (stereo not given)
 : i	-1.3	i
Cc1nnc(-c2ccc(N3CCCCCC3)c([N+](=O)[O-])c2)o1
 : i	-1.5	i
CSC1=C(C#N)C(CC(C)C)C(C(C)=O)=C(C)N1 (stereo not given)
 : i	-1.0	i
Cn1c(N)c(C(=O)CSc2nc3ccccc3n2-c2ccccc2)c(=O)n(C)c1=O
 : i	-1.7	i
CC(C)(C)NC(=O)NC(=O)COC(=O)c1nc(-c2ccccc2)n(-c2cccc(C(F)(F)F)c2)n1
 : i	0.5	i
COc1cccc(OCc2nnc(SCc3cc(=O)[nH]c4ccccc34)o2)c1
 : i	2.8	i
COc1ccccc1NC(=O)COC(=O)C12CC3CC(CC(Cl)(C3)C1)C2
 : i	-1.8	i
CCOc1ccc(N2C(=O)C3ON(c4ccccc4)C(c4ccco4)C3C2=O)cc1 (stereo not given)
 : i	9.4	i
CCC1CO/C(=C(\C(=C(Cl)Cl)N2CCOCC2)[N+](=O)[O-])N1 (stereo not given)
 : i	1.0	i
CCCn1c(SC(C)C(=O)O)nc2ccccc21 (stereo not given)
 : i	-0.2	i
CCCCN(Cc1ccccc1)C(=O)C1CCN(S(=O)(=O)c2c(C)noc2C)CC1
 : i	-2.0	i
COc1ccc(CNC(=O)CCNS(=O)(=O)c2ccc(Br)s2)cc1
 : i	-1.2	i
CC(=O)Nc1ccc(OCC(O)CN2C(C)(C)CC(O)CC2(C)C)cc1 (stereo not given)
 : i	-0.5	i
CCOc1ccc(N2C(=O)C3Sc4[nH]c(=O)sc4C(/C=C/c4ccccc4)C3C2=O)cc1 (stereo not given)
 : i	0.1	i
O=C(NCCNC1CCCCC1)c1ccco1
 : i	-0.8	i
Cc1ccc(C(=O)NC(=S)Nc2cccc(-c3nc4ccccc4s3)c2)cc1
 : i	0.0	i
CCC[n+]1c(C)sc2c(OC)ccc(OC)c21
 : 12*	-1.2	i
COc1cc(C(=O)N/N=C(\C)c2ccc3c(c2)OCO3)cc(OC)c1OC
 : i	-0.8	i
Cc1ccc(-n2nnc(-c3cnc4ccccc4c3)n2)cc1
 : i	1.0	i
Cc1ccccc1NC(=O)CSc1nc(N)c(C#N)cc1C#N
 : i	-1.9	i
CCCCOc1ccc(CSCCN)cc1Cl
 : i	-2.9	i
CC(C)CCNC(=O)C(c1ccco1)N(Cc1ccc(F)cc1)C(=O)c1snc(C(N)=O)c1N (stereo not given)
 : i	-1.1	i
CCN(CC)S(=O)(=O)N1CCN(S(=O)(=O)N2CCOCC2)CC1
 : i	0.4	i
O=C(CCc1nnc2ccc(NCc3ccco3)nn12)N1CCN(c2ccccc2)CC1
 : i	2.1	i
COc1ccc(NC(=O)c2ccc(-c3csc(C)n3)cc2)cc1
 : i	0.5	i
OC(CNCC1COc2ccccc2O1)COc1ccc(Cl)cc1 (stereo not given)
 : i	0.4	i
COc1ccc(CN(Cc2nc3ccccc3c(=O)[nH]2)C(=O)C(C)(C)C)cc1
 : i	-1.6	i
CC(C)(C)NC(=O)COC(=O)c1nsc(Cl)c1Cl
 : i	-0.7	i
C/C(=N\Nc1nc2ccccc2[nH]1)c1ccc([N+](=O)[O-])cc1
 : i	-0.1	i
Cc1ccc(C)c2nc(SCC(=O)NCc3cccs3)c(C#N)cc12
 : i	-1.1	i
O=C(CCCN1C(=O)/C(=C/c2ccccc2Cl)SC1=S)N1CCCC1
 : i	-2.0	i
O=C(NCCCN1CCCC1=O)c1cc(=O)c2ccccc2o1
 : i	0.4	i
Cc1cccc2c(CC(=O)Nc3ccccc3)noc12
 : i	-1.1	i
CCCOc1ccc(-c2nnc(-c3cccs3)o2)cc1
 : i	-5.4	i
CCOc1cc(C2NC(=O)CCC2[N+](=O)[O-])cc(Br)c1OC (stereo not given)
 : i	0.0	i
COc1cc(/C=N/NC(=O)CCC(=O)Nc2ccc(C)cc2)ccc1O
 : i	1.0	i
Fc1ccccc1CSc1ncnc2c1oc1ccccc12
 : i	-1.1	i
CC(=O)c1c(COC(=O)c2cccc(C)c2)nc2ccccc2[n+]1[O-]
 : i	2.4	i
C=CCn1c(SCC(=O)N2CCc3ccccc3C2)nc2ccccc2c1=O
 : i	-1.4	i
Cc1nn(CC(C)C)c(Cl)c1C(=O)N(c1ccc(Cl)cc1F)S(C)(=O)=O
 : i	1.0	i
Cc1[nH]c2ccccc2c1C(=O)C(C)OC(=O)c1ccc(NC(=O)CC#N)cc1 (stereo not given)
 : i	-1.4	i
COc1ccc(CC(=O)Nc2ccc(S(=O)(=O)Nc3nccc(C)n3)cc2)cc1
 : i	-2.5	i
Cc1cc2c(N)cccc2nn1
 : i	0.0	i

# Following part
# Values run as follows: CHT PAM	STK33 inh	CHT inh
CCCCCc1nc2ccccc2c(=O)n1N
 : i	-0.8	i
CCOC(=O)CN(C(=O)COc1nc(-c2ccccc2)cc(C)c1C#N)c1ccccc1C
 : i	-0.9	i
O=C1CN(C(=O)/C=C/c2ccccc2)CCN1
 : i	-2.9	i
C/C(=C\C(=O)c1ccc(C)cc1)Nc1cccc(O)c1
 : i	0.3	i
COc1ccccc1C(=O)Nc1ccc(S(=O)(=O)N2CCCCC2)cc1
 : i	6.8	i
COC(=O)c1c(N)c(C#N)c2n1CCCCC2
 : i	-1.3	i
COc1cccc(/C=N/NC(=O)CCCC(=O)Nc2ccc(Br)cc2)c1
 : i	/	i
CC1(C)Cc2c(sc3ncn4nc(CCC(=O)O)c(=O)nc4c23)CO1
 : i	-1.4	i
COc1ccc(-c2cc(C(=O)Nc3cccc(C(C)=O)c3)no2)cc1
 : i	/	i
CCc1cc(-c2n[nH]c(C)c2Oc2ccc(C(C)C)cc2)c(O)cc1O
 : i	0.8	i
CCCS(=O)(=O)N1CCCC(C(=O)N2CCN(c3ccccn3)CC2)C1 (stereo not given)
 : i	-0.7	i
Cc1cc(-c2nc(C)c(C(=O)NNC(=O)NC(C)C)s2)no1
 : i	0.4	i
Cc1c(-c2ccccc2)nc2ccccc2c1C(=O)Nc1ccncc1
 : i	-0.4	i
O=C(COC(=O)CCc1nc2ccccc2n1-c1ccccc1)Nc1ccc(N2CCCCC2)cc1
 : i	/	i
CCN(Cc1ccccc1)c1ccc(/C=N/NS(=O)(=O)c2cccc([N+](=O)[O-])c2)cc1
 : i	0.9	i
CCOc1ccc(NC(=O)N2CCN(c3nc4ccccc4s3)CC2)cc1
 : i	0.2	i
CCOc1ccc2nc(SCC(=O)c3ccc(O)cc3O)sc2c1
 : i	-0.3	i
Cc1cc(NC(=O)c2ccccc2)nc(C)n1
 : i	-0.5	i
C=CCNC(=O)c1cc(-c2ccc3c(c2)OCO3)on1
 : i	-0.6	i
COc1cc(/C=C/c2ccc3cccc(O)c3n2)cc(OC)c1OC
 : i	-1.6	i
Cc1cc(Nc2ccccc2Cl)nc(-c2ccccc2O)n1
 : i	-0.3	i
CC(CCc1ccccc1)NC(=O)Cc1ccc(Br)cc1 (stereo not given)
 : i	-2.5	i
COc1ccc(Cl)cc1/C=N/NC(=O)c1c(-c2ccccc2)noc1C
 : i	0.1	i
Cc1ccc(OCCCC(=O)Nc2nncs2)cc1
 : i	-1.7	i
CCN(C(=O)C(C)Cl)c1ccccc1 (stereo not given)
 : i	10	i
O=C(COC(=O)c1cc([N+](=O)[O-])ccc1N1CCOCC1)NCCc1ccccc1
 : i	-1.6	i
Cc1cc(C(=O)Cn2nc(C(=O)O)c3ccccc3c2=O)c(C)n1CCc1ccc(F)cc1
 : i	-2.6	i
CCn1c(=O)c(C(=O)CN2CCN(S(=O)(=O)c3ccccc3)CC2)c(N)n(Cc2ccccc2)c1=O
 : i	1.5	i
